Dengue-2 NS5 capping: Dengue-2 NS5 methyltransferase inhibitors, primary screen, biochemical, confirmation dose response (AID 588689). Dengue-2 NS5 methyltransferase capping enzyme assay, biochemical; higher % means a stronger effect. Genome polyprotein (Dengue virus type 2 (strain 16681-PDK53)). inhibition, % at 25 µM, or IC50 in µM where a hit was titrated. 340,000 tested, 0.3% active; in the data active = a potency from the dose series
MgcRacGAP inhibition: MgcRacGAP GTPase-activating activity inhibitors, confirmation, biochemical, ADP Hunter fluorescence; Rac GTPase-activating protein 1 (Homo sapiens); inhibition, % at 30 µM, or IC50 in µM where a hit was titrated; 340,000 tested, 0.6% active; MgcRacGAP-stimulated Rac1 GTP hydrolysis, ADP Hunter fluorescence; higher % means a stronger effect; GST-tagged Rac1 F28L mutant substrate;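 active = first-screen hits whose inhibition reached a set limit at any dose in the follow-up dose series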;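 also: fluorescence reports GDP produced by GAP-driven GTP hydrolysis; strong numbers were not always called active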
Dengue-2 NS5 capping pilot replicate: second read-out of Dengue-2 NS5 capping, no call of its own (marks repeat the call); inhibition, %; measured here: pilot screen replicate inhibition
* hit, by the source's call.

SMILES	Dengue-2 NS5 capping	MgcRacGAP inhibition	others
C=CC[C@@H](Cc1ccc(F)cc1)C(=O)OC[C@H]1CCCN1C(=O)[C@H](CC=C)CC(=O)N(CCO)Cc1ccccc1	-6%	9%	Dengue-2 NS5 capping pilot replicate=1.5
CC[C@]12c3[nH]c4cc(-c5ccco5)ccc4c3CCN1C(=O)[C@@H](CC(=O)NC/C=C(\C)CCC=C(C)C)C[C@@H]2C(=O)N1CCN(C(=O)C2CC2)CC1	-9%	-1%	Dengue-2 NS5 capping pilot replicate=-2.7
CC1=C(C(=O)N(C(C)C)C(C)C)CC(CC(=O)NC2CCCCC2)C(=O)N1Cc1ccccc1 (stereo not given)	-10%	6%
CC(C)[C@H](NS(=O)(=O)c1ccccc1)C(=O)OCC(=O)NCc1ccc2c(c1)OCO2	-9%	-1%
CC(Sc1nc(C(F)(F)F)nc2ccccc12)C(=O)NC1CCCC1 (stereo not given)	6%	4%
O=C(COC(=O)Cn1cc(C(F)(F)F)ccc1=O)NCc1ccccc1	3%	5%
N#Cc1ccccc1S(=O)(=O)N1CCNS(=O)(=O)c2ccccc21	-3%	7%	Dengue-2 NS5 capping pilot replicate=-2.8
CCCCN1C(=O)C(CC(=O)NC2CCCCC2)CC(C(=O)N(C(C)C)C(C)C)=C1C (stereo not given)	-3%	11%
Cc1nc(-c2cccc(NC(=O)c3ccc(Cl)c(S(=O)(=O)N4CCCC4)c3)c2)cs1	-9%	-10%
c1ccc(CCCCc2ccncc2)cc1	-6%	-1%
Cc1noc(C)c1NC(=O)N(C)C[C@H]1Oc2c(NC(=O)c3ccncc3)cccc2C(=O)N([C@H](C)CO)C[C@@H]1C	-7%	6%
Cc1ccc(C(=O)OCC(=O)N2CCC(C)CC2)cc1S(=O)(=O)N1CCOCC1	-2%	12%
O=C(O)c1cc(S(=O)(=O)N2CC=C(c3ccccc3)CC2)ccc1O	6%	10%
COC(=O)C(Cc1ccc(O)cc1)NC(=O)Cn1cc(C)c(=O)[nH]c1=O (stereo not given)	-2%	-5%
CCN(CC)C(=O)[C@H]1C[C@H](CC(=O)NCC23CC4CC(CC(C4)C2)C3)C(=O)N2CCc3c([nH]c4ccc(Cl)cc34)[C@]12C	4%	10%	Dengue-2 NS5 capping pilot replicate=-3.4
CC(C)=CCOc1c2ccoc2c(OCC=C(C)C)c2oc(=O)ccc12	3%	5%
Cc1cccc(C(=O)OCC(=O)c2csc(N3CCCCC3)n2)c1[N+](=O)[O-]	1%	9%
CN(C(=O)COC(=O)c1ccccc1C(=O)c1ccccc1)c1ccccc1	-7%	5%
NC(=O)C1CCN(C(=O)c2ccc(Cl)c(NC(=O)c3cccs3)c2)CC1	4%	11%
COc1cc2sc(-c3ccccc3OC)c(-c3ccc(O)cc3)c2cc1OC	-8%	-1%

Among those listed so far, these have four or more nitrogen atoms:
SMILES	Dengue-2 NS5 capping	MgcRacGAP inhibition	others
CC[C@]12c3[nH]c4cc(-c5ccco5)ccc4c3CCN1C(=O)[C@@H](CC(=O)NC/C=C(\C)CCC=C(C)C)C[C@@H]2C(=O)N1CCN(C(=O)C2CC2)CC1	-9%	-1%	Dengue-2 NS5 capping pilot replicate=-2.7
Cc1noc(C)c1NC(=O)N(C)C[C@H]1Oc2c(NC(=O)c3ccncc3)cccc2C(=O)N([C@H](C)CO)C[C@@H]1C	-7%	6%
CCN(CC)C(=O)[C@H]1C[C@H](CC(=O)NCC23CC4CC(CC(C4)C2)C3)C(=O)N2CCc3c([nH]c4ccc(Cl)cc34)[C@]12C	4%	10%	Dengue-2 NS5 capping pilot replicate=-3.4

Later entries
SMILES	Dengue-2 NS5 capping	MgcRacGAP inhibition	others
Cn1c(=O)[nH]c2c(c(C(=O)O)nn2C)c1=O	-17%	6%
COc1cc(OC)cc(-c2c(-c3cccs3)c3cc(-c4cc(OC)c(OC)c(OC)c4)ccc3n2C)c1	-4%	8%
CN(C(=O)c1cccc(NC(=O)Cc2ccc(NC(=O)C3CCN(C(=O)C4CCCCC4)CC3)cc2)c1)C1CCC1	0%	4%	Dengue-2 NS5 capping pilot replicate=-5.5
COc1ccc(NS(=O)(=O)c2cccc(C(=O)N/N=C(/C)c3ccc(-n4ccnc4)cc3)c2)cc1	-5%	11%
Cc1ccccc1OCC(=O)OCC(=O)NCc1ccccc1Cl	-7%	4%
Cn1c(N)c(C(=O)COC(=O)Cc2c(F)cccc2Cl)c(=O)n(C)c1=O	0%	6%
COc1ccccc1C(=O)NCCC(=O)NC1CCCCCC1	2%	4%
Cc1nc(SCC(=O)N(CC(C)C)C2CCS(=O)(=O)C2)c(C#N)c(C)c1C (stereo not given)	-3%	3%
O=C1CN(S(=O)(=O)c2cc(Br)ccc2Br)CCN1	-6%	0%
CCN1C(=O)[C@H]2[C@@H](c3ccc(OC)cc3)N[C@]3(CCCN(Cc4ccccc4)C3=O)[C@H]2C1=O	-3%	16%
CC(C)(C)c1ccc(C(=O)OCc2c(-c3ccccc3)ncc3ccccc23)cc1	-6%	-3%	Dengue-2 NS5 capping pilot replicate=-5.1
Cc1ccc(S(=O)(=O)N2CCCN(C(=O)CNC(=O)c3ccccc3)CC2)cc1	-6%	8%
C#CCOCC1CN(c2ccccc2)C(=O)O1 (stereo not given)	0%	12%
O=C(N=C1SC2CS(=O)(=O)CC2N1Cc1ccccc1)c1ccccc1 (stereo not given)	-5%	6%
COc1ccc(NC(=O)c2sc3nc(N4CCOCC4)c4c(c3c2N)CCCC4)cc1	-5%	20%
CCC1CCCCN1C(=S)NC(=O)c1ccco1 (stereo not given)	-4%	2%
CN(C(=O)c1ccc(F)cc1)c1ccc(OCC(=O)Nc2ccccc2C(=O)O)cc1	-7%	-1%
O=C(NC(=S)Nc1ccc(-c2ccccc2)cc1)c1ccccc1	-6%	1%
Oc1ccc(C[C@H]2CNC(=S)N2CC2CCCN2C[C@H](Cc2ccc(O)cc2)N2C[C@H](Cc3ccc(O)cc3)N(CC3CCCCC3)C2=S)cc1 (stereo not given in full)	-9%	7%	Dengue-2 NS5 capping pilot replicate=-1.8
C[C@H](CO)N1C[C@H](C)[C@@H](CN(C)C(=O)NC2CCCCC2)Oc2ccc(NC(=O)Nc3ccc(C(F)(F)F)cc3)cc2C1=O	-3%	6%
CCOC(=O)c1ccc(N(CCC2CO2)S(=O)(=O)c2ccc(C)cc2)cc1 (stereo not given)	8%	8%
CCC(=O)Oc1ccc(NC(=O)c2ccc(S(=O)(=O)N3CCCC3)cc2)cc1	-3%	18%
Cc1c(C=C(C#N)c2ccc([N+](=O)[O-])cc2)c(=O)n(-c2ccccc2)n1C	-10%	-5%
CCOC(=O)C1=C(C)OC(=Cc2ccccc2)C1=O	-18%	17%
COc1ccc2cc(C3=CC(=O)CCC3)ccc2c1	2%	10%
CCOC(=O)C1=C(CC)Nc2ccccc2N/C1=N\S(=O)(=O)c1cccc(C(C)=O)c1	-1%	8%
Clc1ccc2nc(-c3ccccc3)c(Cc3ccccc3)n2c1	1%	15%
NC(=O)c1ccc(NC(=O)COC(=O)C2CC3C=CC2C3)cc1 (stereo not given)	-9%	5%
O=C(O)C(c1cccs1)C1(O)CCCCC1 (stereo not given)	7%	4%
Cc1cc(C(=O)OCC(=O)NC2CCCC(C)C2C)c(C)o1 (stereo not given)	1%	1%
CCC(Cc1ccccc1)OC(=O)c1ccccc1C(=O)O (stereo not given)	-4%	1%
O=[N+]([O-])c1ccccc1CCc1ccccc1[N+](=O)[O-]	2%	4%
COc1ccc(C=CC(=O)c2ccc(OC)c(OC)c2O)cc1OC	-6%	11%
Cc1cnc(C(=O)N2CCN(S(=O)(=O)c3ccc(F)c(F)c3F)CC2)cn1	0%	5%
Cc1ccc(S(=O)(=O)N[C@H](C(=O)NC2CCC(C)CC2)C(C)C)cc1 (stereo not given in full)	-3%	6%
CCCCNc1c(-c2ccc(OC)c(SC(C)CC)c2)nc2ccc(Cl)cn12 (stereo not given)	-2%	3%
C#CCOCCOCCOCCNc1nc(N2CCN(C(=O)[C@H](CCC(=O)O)n3cc(CN)nn3)CC2)nc(N2CCN(C(=O)[C@H](CCCN=C(N)N)n3cc(C(N)[C@@H](C)CC)nn3)CC2)n1 (stereo not given in full)	-4%	11%	Dengue-2 NS5 capping pilot replicate=0.3
CCN1C[C@@H]2[C@@H]3C(=O)N(Cc4ccccc4)C(=O)[C@@H]3[C@](CC)(C(=O)OC)N2C1=NC1CCCCC1	-6%	6%	Dengue-2 NS5 capping pilot replicate=-4.2
CC[C@]12c3[nH]c4cc(CCC(=O)N(C)C)ccc4c3CCN1C(=O)[C@@H](CC(=O)NCc1ccc(OC)c(OC)c1)C[C@@H]2C(=O)N1CCN(C(=O)C2CC2)CC1	-8%	0%	Dengue-2 NS5 capping pilot replicate=-3.1
O=S(=O)(c1ccc(F)cc1)N1CCN(CC(O)COCC2CCCO2)CC1 (stereo not given)	3%	26%
COc1ccc(Cc2nc3ccc(C(=O)N(C)Cc4nccn4C)cc3o2)cc1	4%	-7%
COc1ccccc1C(C)NC(=O)c1ccc(S(=O)(=O)NCc2ccco2)cc1 (stereo not given)	-2%	4%
COCCNC(=O)c1ccc(N2CC3CC(C2)c2cccc(=O)n2C3)c(NC(=O)c2ccccc2Br)c1 (stereo not given)	1%	8%
Cc1noc(C)c1NC(=O)Nc1cccc2c1O[C@H](CN(C)C(=O)NC(C)C)[C@@H](C)CN([C@H](C)CO)C2=O	-3%	4%
O=C(C=C(C(=O)c1ccccc1)c1ccccc1)c1ccccc1	8%	5%
OC(COc1ccccc1)CN1CCN(c2cccc(Cl)c2)CC1 (stereo not given)	-7%	0%
COc1ccccc1NC(=O)c1ccc(S(=O)(=O)N(C)c2ccccc2OC)cc1	-6%	-2%
CC[C@@]1(C(=O)OC)N[C@H](CN(C)C(C)=O)[C@@H]2C(=O)N(C)C(=O)[C@@H]21	-2%	8%	Dengue-2 NS5 capping pilot replicate=-3.3
Cc1ccccc1C(=O)OCC(=O)NCc1ccco1	-10%	13%
COC(=O)c1ccc(NCc2c(O)ccc(O)c2Br)cc1Cl	-8%	58µM*
COc1cc(SC)ccc1C(=O)OCC(=O)N1CC(=O)Nc2ccccc21	7%	6%
O=C(CCS(=O)(=O)c1ccccc1)NNC(=O)COc1ccc(F)cc1	3%	1%
COc1ccc(CNS(=O)(=O)c2ccc(F)cc2Br)cc1	-1%	9%	Dengue-2 NS5 capping pilot replicate=0.9
C[C@H]1CN([C@@H](C)CO)C(=O)CCCn2cc(nn2)CO[C@@H]1CN(C)C(=O)Nc1ccc2c(c1)OCCO2	-2%	12%
Cc1cccc(NC(=O)CSc2nc3ccccc3c(=O)n2CC2CCCO2)c1 (stereo not given)	-5%	3%
COc1cccc(-c2nnc(NC(=O)CCS(=O)(=O)c3ccc(F)cc3)o2)c1	3%	10%
O=C(O)c1ccc(NC(C(=O)c2ccccc2)c2ccccc2)cc1 (stereo not given)	0%	-1%
Cc1nn(Cc2ccccc2)c(C)c1CNC(=O)CN=C1NS(=O)(=O)c2ccccc21	6%	-1%
CCc1cc(Cn2nc(-c3ccccc3)cc2C(=O)NCc2cccc(Br)c2)on1	0%	7%
Nc1nnnn1/N=C/c1ccccc1Cl	1%	5%

Entries above that contain bromine:
SMILES	Dengue-2 NS5 capping	MgcRacGAP inhibition	others
O=C1CN(S(=O)(=O)c2cc(Br)ccc2Br)CCN1	-6%	0%
COCCNC(=O)c1ccc(N2CC3CC(C2)c2cccc(=O)n2C3)c(NC(=O)c2ccccc2Br)c1 (stereo not given)	1%	8%
COC(=O)c1ccc(NCc2c(O)ccc(O)c2Br)cc1Cl	-8%	58µM*
COc1ccc(CNS(=O)(=O)c2ccc(F)cc2Br)cc1	-1%	9%	Dengue-2 NS5 capping pilot replicate=0.9
CCc1cc(Cn2nc(-c3ccccc3)cc2C(=O)NCc2cccc(Br)c2)on1	0%	7%

Additional entries.
SMILES	Dengue-2 NS5 capping	MgcRacGAP inhibition	others
Cc1nc(SCC(=O)Nc2sccc2C(N)=O)c2c(C)c(C)sc2n1	-6%	7%
COc1ccc(S(=O)(=O)Nc2cccc3c2O[C@H](CN(C)Cc2ccccc2)[C@@H](C)CN([C@H](C)CO)C3=O)cc1	-2%	8%
COc1ccc(NC(=O)CNc2cc(S(=O)(=O)N3CCOCC3)ccc2N2CCOCC2)c(OC)c1	1%	-1%
COc1cccc(-c2c(-c3cc(OC)cc(OC)c3)n(C)c3ccc(-c4cnc(N5CCOCC5)nc4)cc23)c1	-1%	9%
CCN(c1ccc(NC(=O)COC(=O)C2CCN(c3ccc(C(F)(F)F)cn3)CC2)cc1)C(C)C	3%	20%
Cc1ccc(S(=O)(=O)N2C[C@H]3[C@H]4C(=O)N(c5ccccc5)C(=O)[C@H]4C[C@H](OC(=O)NCc4ccccc4F)[C@@]3(O)C2)cc1	-1%	10%
COc1ccc(/C=C/C(=O)OCC(=O)c2cc(C)ccc2C)cc1	4%	10%
COc1ccc(NC(=O)CSc2nnc(-c3cccs3)n2N)cc1S(N)(=O)=O	-5%	0%
COc1ccc(C(=O)Cn2c(NCCCO)nc3ccccc32)cc1	7%	15%
NS(=O)(=O)c1ccc(NC(=O)CN(C(=O)C(F)(F)F)C2CCCC2)cc1	2%	3%
Cc1ccc(C(=O)NC(C)C(c2cccs2)N2CCOCC2)cc1C (stereo not given)	0%	1%
C=C(NS(=O)(=O)c1ccc(C)cc1)C(=O)OC	-6%	5%	Dengue-2 NS5 capping pilot replicate=2.4
CC(=O)c1ccc(NS(=O)(=O)c2ccc([N+](=O)[O-])cc2)cc1	8%	-2%
COc1cc(Cl)c(C)cc1NC(=O)COC(=O)C1CC1C (stereo not given)	-2%	-2%

Compound activity deposited in PubChem BioAssay by Southern Research Specialized Biocontainment Screening Center.

Some of the compounds tested; rates above refer to the full screens.
